Screening results from PubChem.
MEKK2mut PB1 HTS: signal of MEK5 binding to mutant human MEKK2 PB1 domain; bead flow cytometry, Alexa488-MEK5 binding to MEKK2 mutant; actives 0.35% (n = 290,000); percent response, % at 10 µM; AID 1530; in the data active = percent response above about 24%, passing the limit was not always enough; also: inactives centre near 1; some results filed as inactive read as strong as hits; reference of the scale not given here
pCIP destab: compounds decreasing mouse p/CIP protein stability | Q05BA5 | F442A p/CIP-EGFP cells, EGFP fluorescence, 16 h | decrease of EGFP signal, % at 10 µM | actives 0.01% (n = 290,000);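 active = EGFP signal decrease of at least 30% at 10 µM or well 3 SD below plate mean, unless failing retest; inactive = the rest, including hits failing retest or dose response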; also: some compounds called inactive have numbers as strong as hits; many of its hits are not listed in these tables
MEKK3 PB1 HTS: raises or lowers MEK5 binding to the human MEKK3 PB1 domain; binding response (% of control), % at 10 µM; Q99759; bead-based flow cytometry, Alexa488-MEK5 binding to MEKK3; actives lie on both sides; 0 = blocked by unlabeled MEK5, 100 = vehicle; AID 1529; actives 1.4% (n = 290,000);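 active = binding response more than 3 SD above or below the average of its plate-row segment, actives on both sides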;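 also: Alexa488 bead fluorescence after subtracting the streptavidin-only scavenger bead signal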
Target sequence (Q99759 whole entry, looked up, the tested form may be a part): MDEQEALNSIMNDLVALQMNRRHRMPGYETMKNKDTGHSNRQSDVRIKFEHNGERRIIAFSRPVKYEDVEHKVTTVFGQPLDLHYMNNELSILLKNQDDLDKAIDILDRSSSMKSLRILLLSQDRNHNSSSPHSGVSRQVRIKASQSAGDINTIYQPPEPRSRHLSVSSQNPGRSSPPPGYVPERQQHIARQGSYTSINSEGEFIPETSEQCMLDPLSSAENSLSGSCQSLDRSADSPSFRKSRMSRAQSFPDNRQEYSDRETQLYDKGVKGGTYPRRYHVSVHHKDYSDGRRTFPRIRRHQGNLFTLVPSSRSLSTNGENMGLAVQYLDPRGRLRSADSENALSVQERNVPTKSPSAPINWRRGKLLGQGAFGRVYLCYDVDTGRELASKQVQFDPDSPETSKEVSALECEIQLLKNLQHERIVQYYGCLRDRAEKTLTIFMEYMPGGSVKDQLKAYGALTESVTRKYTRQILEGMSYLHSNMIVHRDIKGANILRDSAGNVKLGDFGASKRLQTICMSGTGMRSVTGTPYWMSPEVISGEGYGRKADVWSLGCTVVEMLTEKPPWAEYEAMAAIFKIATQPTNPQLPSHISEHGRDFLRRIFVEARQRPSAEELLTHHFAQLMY
NALP1 inh: NALP1 inhibition; S. cerevisiae NALP1/ASC/caspase-1 growth, X-gal OD620, 72 h; inhibition, % at 10 µM; actives 0.61% (n = 280,000); in the data active = inhibition mostly above about 24%, no sharp cut-off; inactive = mostly below about 32%; also: some compounds called inactive have numbers as strong as hits
IDE cell activ: IDE (human) activation, cell-based; P14735; HEK cells, FAbeta-B cleavage, fluorescence polarization; 0% vehicle, 100% cell-free pure enzyme wells; activation, % at 5.96 µM; actives 0.073% (n = 340,000); AID 493087;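 active = activation above the mean of all tested compounds plus 3 SD, set per screening campaign, cut at about 17% in these data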
IDE cell inh: inhibits human insulin-degrading enzyme in HEK cells. P14735. FAbetaB cleavage, fluorescence polarization. inhibition, % at 5.59 µM. actives 0.41% (n = 320,000);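 active = percent inhibition above the average of all tested compounds plus 3 SD, set per screening campaign, cut at about 16% in these data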;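 also: IDE supplied by intact live HEK cells; FP after avidin binding of uncleaved biotin substrate so inhibition keeps polarization high; 0% = DMSO wells and 100% = 60 µM reference IDE inhibitor Ii1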
SUMO HTRF inh: blocks human SUMOylation mediated by UBC9 | P63279 | HTRF SUMOylation assay, SAE1/SAE2 + UBC9, in vitro | inhibition, % at 35 µM | actives 0.36% (n = 290,000); in the data active = inhibition above about 50%, passing the limit was not always enough; also: strong numbers were not always called active
Target sequence (P63279 whole entry, looked up): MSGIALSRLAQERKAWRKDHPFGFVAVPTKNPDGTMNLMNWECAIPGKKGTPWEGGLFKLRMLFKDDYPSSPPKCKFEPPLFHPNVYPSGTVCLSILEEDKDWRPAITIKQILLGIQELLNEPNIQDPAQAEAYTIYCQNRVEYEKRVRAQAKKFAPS
M18AAP inhibitor: PfM18AAP enzyme inhibition. actives 1.2% (n = 290,000). AID 1822. recombinant PfM18AAP, H-Glu-NHMec fluorogenic cleavage. inhibition, % at 7.35 µM;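 active = inhibition above the campaign mean inhibition over all tested compounds plus 3 SD, cut at about 28% in these data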;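 also: 0% = plate median of test compound wells and 100% = 2 mM ZnCl2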
MEKK2 WT-MEK5: raises or lowers MEK5 binding to wildtype human MEKK2 PB1 domain. actives 1.1% (n = 290,000). binding response (% of control), % at 10 µM. bead flow cytometry, Alexa488-MEK5 binding to MEKK2 WT; actives lie on both sides. Q9Y2U5; in the data active = binding response below about 67% or above about 130%
* hit, by the source's call; x = not tested or not shown; [ ] = dose if it differs, or a comment. An excerpt. The share of hits here may be higher or lower than overall.

SMILES	MEKK2mut PB1 HTS	pCIP destab	MEKK3 PB1 HTS	NALP1 inh	IDE cell activ	IDE cell inh	SUMO HTRF inh	M18AAP inhibitor	MEKK2 WT-MEK5
O=C(c1ccccc1[N+](=O)[O-])N1N=C(c2ccccc2)CC1(O)C(F)(F)F (stereo not given)	2	0	103	-11	0	2	5	7	103
CCn1cc(C(=O)NCc2ccc3c(c2)OCO3)c(=O)c2cc(S(=O)(=O)N3CCOCC3)ccc21	-2	-10	96	-24	-3	6	-4	0	97
Brc1ccc(COc2ncnc3ccccc23)cc1	0	1	103	8	-5	5	3	-9	97
O=C(COc1ccc([N+](=O)[O-])cc1Cl)NCC1CCCO1 (stereo not given)	-6	14	87	1	0	-2	-22	-6	90
CC1=CN2C(=N)/C(=C/c3ccco3)C(=O)N=C2S1	1	7	127	19	-4	4	3	-2	106
COCC(=O)N1CCCC(C(=O)c2ccc(-c3ccccc3)c(F)c2)C1 (stereo not given)	-2	2	96	-13	-5	10	8	-7	94
CN(C)C(=O)Cn1c(SCC(=O)NC2CCCCC2)nc2ccccc21	4	14	102	8	3	2	-25	-1	104
CC(C)COP(=O)(OCC(C)C)C(Nc1ccccc1)c1ccc(F)cc1 (stereo not given)	-2	-23	99	20	4	-1	-5	-8	99
Cc1cccc(NC(=O)Cn2cc(C(=O)C3CC3)c3ccccc32)c1	-2	-4	101	15	0	2	13	-3	95
CC(=O)Nc1ccc(S(=O)(=O)NCC(=O)NCCc2ccc(S(N)(=O)=O)cc2)cc1	-2	-15	102	14	5	6	20	0	94
COC(=O)COc1ccc2cc(-c3ccccc3)c(=O)oc2c1	3	-5	98	-18	0	5	x	5	101
Cc1cc(C)cc(NC(=O)C2CCN(S(=O)(=O)c3ccc4c(c3)NC(=O)C(C)S4)CC2)c1 (stereo not given)	-7	7	96	16	3	0	-1	-5	91
CCOC(=O)CS(=O)(=O)c1ccc(C(F)(F)F)cn1	-3	3	99	39	2	-2	-12	1	99
N#C/C(=C\C1CC=CCC1)c1nc2ccccc2[nH]1 (stereo not given)	3	-4	104	20	2	3	12	4	104
COc1ccc(C2CCN(Cc3cccnc3)CC2O)cc1 (stereo not given)	12	-8	108	12	1	-1	20	2	111
Cc1ccc(N)cc1-n1c(C)ccc1C	1	-20	101	6	6	1	15	6	96
CCn1cc(C(=O)Nc2cccc(C)c2)c(=O)c2ccc(C)nc21	5	-5	104	-4	x	0	6	-1	105
C=CCn1c(=O)/c(=C\c2ccsc2)s/c1=C(/C#N)C(=O)NCCN1CCOCC1	-1	6	94	26	2	-1	-8	5	100
COc1cc2c(cc1OC)C(C(=O)NCc1ccco1)C(c1cccs1)N(C)C2=O (stereo not given)	-1	-12	103	11	1	9	12	2	95
CC(C)c1nnc(NC(=O)CC(=O)Nc2ccccc2C(=O)O)s1	-2	1	101	14	8	-8	9	-3	101
CC(=O)N(CN1C(=O)CCC1=O)c1ccc(Cl)c(Cl)c1	-15	0	83	-8	4	-4	-13	-4	83
Cc1ccc(NC(=O)c2cc(C)n(-c3ccccc3)c2C)cc1	2	1	104	42	-3	1	4	7	100
CCOc1ccc(S(=O)(=O)NNC(=O)c2cc3ccccc3o2)cc1	-2	-8	97	-26	1	-5	7	13	96
CCOC(=O)c1ccc2nc(NC(C)=O)sc2c1	7	2	102	-4	2	5	-1	2	104
CC(=O)COc1c(-c2ccco2)oc2ccccc2c1=O	5	-4	102	-12	2	x	15	4	103
The results go on.
SMILES	MEKK2mut PB1 HTS	pCIP destab	MEKK3 PB1 HTS	NALP1 inh	IDE cell activ	IDE cell inh	SUMO HTRF inh	M18AAP inhibitor	MEKK2 WT-MEK5
COc1ccccc1C(=O)Nc1ccc2c(c1)CCCN2C(=O)c1ccccc1	-3	2	96	32	1	-1	11	-2	101
O=C(Nc1ccccc1)c1cccc(S(=O)(=O)Oc2ccc([N+](=O)[O-])cc2)c1	-1	4	104	26	-1	1	10	-5	106
CC1C(c2ccccc2)=[N+]([O-])C2(CCCCC2)N1O (stereo not given)	-1	2	99	21	1	-3	28	0	103
O=C(CN1C(=O)NC(Cc2ccccc2)C1=O)Nc1ccc(F)cc1 (stereo not given)	1	0	96	-17	1	-4	-8	-5	103
COc1ccc(/C=N/NC(=O)CNC(=O)c2ccc3c(c2)OCCO3)c(C(=O)O)c1OC	5	1	104	24	3	3	18	-1	104
COc1ccccc1N1CCN(C(=O)C2CCN(S(=O)(=O)c3ccccc3)CC2)CC1	3	-11	96	12	7	-4	16	1	98
C=C(C)C(=O)Nc1nnc(-c2ccccc2C)s1	-9	-12	74*[inhibitor]	-8	0	x	-2	5	66
Cc1ccn2cc(C(=O)N3CCCC(Nc4ccc(F)cc4)C3)nc2c1 (stereo not given)	4	-7	101	-3	6	0	10	-3	105
COc1cccc(Oc2coc3c(CN4CCOCC4)c(O)ccc3c2=O)c1	13	0	105	3	1	-4	46	4	102
O=C(NC1CCCC1)C(c1ccc(F)cc1)N(Cc1ccccc1Cl)C(=O)CCl (stereo not given)	-2	8	98	0	6	0	-2	-17	102
Cc1cc(N/N=C/c2ccccc2)nc(N)n1	10	-2	108	-7	1	2	7	2	109
CCC(C)NC(=O)c1ccccc1NC(=O)C1COc2ccccc2O1 (stereo not given)	-9	-15	96	-19	4	0	-2	0	89
CC1CCN(C(=O)CSc2nnc(CNC(=O)c3ccc(S(=O)(=O)N(C)C)cc3)o2)CC1	7	-7	103	13	-1	-3	5	-6	110
N#Cc1c(-c2ccccc2)nc(SCC(=O)Nc2nnc(C(F)(F)F)s2)[nH]c1=O	-1	10	102	-8	x	5	10	3	100
CN(CC(=O)N1CCc2ccccc21)S(=O)(=O)c1ccc(Br)s1	14	-5	105	-24	-2	-3	-5	-1	105
COc1ccc(OCc2nnc(SCc3ccc(C(=O)O)cc3)o2)cc1	-15	-2	64	1	10	8	13	-5	68
CCCS(=O)(=O)c1nc(S(=O)(=O)c2ccc(C)cc2)c(N2CCCC(C)C2)s1 (stereo not given)	1	-10	101	31	1	2	4	-3	103
Cc1cc(C)n2nc(SCC(=O)N(C)c3ccccc3)nc2n1	-1	7	99	x	1	-1	-1	-14	102
COc1cc(/C=C/C(=O)OCC(=O)NCc2cccs2)ccc1OC(F)F	-6	0	72	27	5	3	-7	-11	81
CCCCOC(=O)Nc1nnc(CC(=O)NCc2ccccc2)s1	15	-16	106	-2	3	1	7	9	110
CCCCn1c(N)c(NCc2ccccc2)c(=O)[nH]c1=O	-7	-3	96	32	4	-2	3	3	95
NC(=O)C1CCN(C(=O)C2(NC(=O)Nc3cccc(F)c3)CCCCC2)CC1	-4	6	99	-6	3	0	8	4	94
CCN1CCN(CCCNC(=O)C2c3ccccc3C(=O)N(C)C2c2ccc(OC)cc2)CC1 (stereo not given)	4	2	101	30	1	-1	0	0	97
COc1cccc(/C=N/NC(=O)C(=O)N/N=C/c2cccc(OC)c2O)c1O	-2	1	104	-31	x	x	71*	-12	98
Cc1cccc(OCCC(=O)NCC(=O)Nc2cccc(C)c2C)c1	-2	-6	102	x	-1	5	4	-5	100
Additional entries follow.
SMILES	MEKK2mut PB1 HTS	pCIP destab	MEKK3 PB1 HTS	NALP1 inh	IDE cell activ	IDE cell inh	SUMO HTRF inh	M18AAP inhibitor	MEKK2 WT-MEK5
OC(C#CCN1CCOCC1)(c1ccccc1)C1CC1 (stereo not given)	3	-7	101	-2	3	-5	23	-10	103
O=C(Cc1ccc(O)cc1)N/N=C/c1cccnc1	-3	-8	96	-2	0	x	14	-1	95
O=C(Cc1ccccc1[N+](=O)[O-])NCCCc1ccccc1	2	-2	98	5	6	-2	11	3	104
COc1cc(OC)cc(C(=O)NC(=S)Nc2ccc3[nH]c(=O)[nH]c3c2)c1	-1	2	101	-4	2	0	6	1	102
CC(C)CC(=O)Nc1nnc(S(=O)(=O)N2CCc3ccccc32)s1	2	-5	103	18	6	1	9	11	101
CN(C)CCC#CC(O)(c1ccccc1)c1ccccc1	1	6	98	18	1	1	-3	-3	106
CCOC(=O)c1ccc(N2C(=O)CC(N3CCN(C(=O)c4ccccc4)CC3)C2=O)cc1 (stereo not given)	-3	-6	96	11	3	-1	12	2	96
Cc1ccc(NS(=O)(=O)c2c(C)[nH]c(C)c2C(=O)N2CCCC2)cc1	7	3	104	3	7	1	3	5	103
Cc1cc(N/N=C/c2ccncc2)c([N+](=O)[O-])cc1[N+](=O)[O-]	-23	1	87	x	5	3	4	-2	90
N#Cc1cn(-c2ccccc2)nc1-c1ccc2c(c1)OCCO2	-2	-1	96	-12	-2	-1	4	-3	94
COc1cc(CNc2ccc3[nH]c(=O)[nH]c3c2)ccc1OCc1ccccc1C	-1	-44	98	17	-2	-3	15	-15	93
CC/C(=C1/C(=O)CC(C)(C)C(C(=O)OC)C1=O)N1CCCC1 (stereo not given)	-2	2	92	7	6	9	2	-2	98
CCCSc1nc(-c2ccccc2)cc(C(F)(F)F)c1C#N	14	-4	112	3	0	1	-6	4	111
COc1cc(/C=N\NC(=O)c2ccc(-c3ccccc3)cc2)cc(OC)c1OC(C)=O	-1	-12	104	10	-13	x	-7	-4	101
O=S1(=O)CC2SC(=S)N(c3ccccc3)C2C1 (stereo not given)	3	8	100	x	x	-3	6	4	101
CCOC(=O)N1CCN(C(=O)c2ccc(CN(c3ccccc3)S(C)(=O)=O)cc2)CC1	3	12	105	-36	4	-1	13	-3	103
COc1cc2nc(CSc3ncn[nH]3)[nH]c(=O)c2cc1OC	-4	-9	103	-6	4	-2	11	63*	100
COc1cccc(Cn2cc(-c3cccc(C(F)(F)F)c3)nn2)c1	-3	3	101	-50	-1	5	-21	9	99
O=C(CSc1nc2cc(Cl)ccc2s1)NC1CCCc2ccccc21 (stereo not given)	-2	-2	101	42	2	7	-5	1	93
Cc1ccc(C(=O)NC(=C(Cl)Cl)S(=O)(=O)c2ccc(C)cc2)cc1	1	-2	101	30	-4	3	12	1	106
COc1ccc2[nH]c(C(=O)O)c(CCNC(=O)/C=C/c3ccc(O)c(OC)c3)c2c1	1	-5	102	17	2	-1	-3	-6	102
CCCCc1ccc(S(=O)(=O)NCCc2ccncc2)cc1	2	6	105	14	3	6	11	-11	103
O=C(Nc1ccc(F)cc1)c1cn(-c2ccccc2)nc1-c1ccncc1	1	-7	93	9	1	1	-10	-1	94
CN=C1c2c(-c3ccccc3)c3cc(OC)ccc3n2CCN1C	4	-12	97	-17	6	1	32	4	101
CC(=O)Nc1ccc(N2C(=O)C3C4C=CC(CC4)C3C2=O)cc1 (stereo not given)	0	-8	93	8	3	x	2	-2	100
CCCCc1cc2c(cc1NC(=O)CN1CCCCC1)OCCO2	-10	9	91	-4	3	1	12	11	97
COC(=O)c1ccc2c(c1O)C(=O)c1ccccc1C2=O	4	-7	107	26	1	-1	37	4	109
CCCC(=O)NCc1cc(-c2nn(C)c(=O)c3ccccc23)ccc1OC	0	-9	103	15	-1	0	12	4	102

An excerpt from above in order of SMILES length, high to low:
SMILES	MEKK2mut PB1 HTS	pCIP destab	MEKK3 PB1 HTS	NALP1 inh	IDE cell activ	IDE cell inh	SUMO HTRF inh	M18AAP inhibitor	MEKK2 WT-MEK5
Cc1cc(N/N=C/c2ccncc2)c([N+](=O)[O-])cc1[N+](=O)[O-]	-23	1	87	x	5	3	4	-2	90
CCCC(=O)NCc1cc(-c2nn(C)c(=O)c3ccccc23)ccc1OC	0	-9	103	15	-1	0	12	4	102
COc1cccc(Cn2cc(-c3cccc(C(F)(F)F)c3)nn2)c1	-3	3	101	-50	-1	5	-21	9	99
O=S1(=O)CC2SC(=S)N(c3ccccc3)C2C1 (stereo not given)	3	8	100	x	x	-3	6	4	101
O=C(Cc1ccc(O)cc1)N/N=C/c1cccnc1	-3	-8	96	-2	0	x	14	-1	95
